OXTR agonist = human OXTR agonists, primary screen, fluorescence, CHO-OTR cells, Fluo-8 calcium; Oxytocin receptor (Homo sapiens), P30559; activation, % at 3 µM; actives 0.32% (n = 320,000); Fluo-8 calcium fluorescence; normalized: DMSO 0%, oxytocin 100%;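 active = activation above the mean of all tested compounds plus 3 SD, cutoff set per screening run, cut at about 20% in these data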;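 note: peak over basal fluorescence ratio from a 100 s FLIPR kinetic read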
Target sequence (P30559 whole entry, looked up): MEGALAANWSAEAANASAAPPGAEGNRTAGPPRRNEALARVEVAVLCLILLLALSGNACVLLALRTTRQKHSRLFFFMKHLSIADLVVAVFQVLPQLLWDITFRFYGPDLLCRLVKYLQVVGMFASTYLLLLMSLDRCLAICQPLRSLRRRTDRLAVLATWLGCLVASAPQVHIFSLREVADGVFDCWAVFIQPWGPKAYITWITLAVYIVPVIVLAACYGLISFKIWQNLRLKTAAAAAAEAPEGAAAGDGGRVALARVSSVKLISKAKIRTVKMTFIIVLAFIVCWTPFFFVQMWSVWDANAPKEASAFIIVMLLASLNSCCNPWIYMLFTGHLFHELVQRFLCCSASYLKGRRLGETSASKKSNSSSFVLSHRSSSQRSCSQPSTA
CHO-K1 Ca antag = nonselective inhibitor or artifact in parental CHO-K1 cells | ATP-induced calcium, Fluo-8 fluorescence | inhibition, % at 3 µM | actives 0.6% (n = 360,000);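 active = inhibition above a per-plate cutoff, the plate's mean sample inhibition plus 3 SD, cut at about 24% in these data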;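 note: 0% = DMSO plus EC80 ATP and 100% = DMSO alone without ATP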
M1 ag parental = counter-screen for M1 agonists: effect in parental CHO-K1 cells; Fluo-8 calcium fluorescence; scaled to maximal ATP response, vehicle zero; actives 0.48% (n = 360,000); activation, % at 3 µM; AID 602248, 2012; in the data active = activation above about 15%;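 note: untransfected CHO-K1 host cells lacking M1 receptor as counterscreen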
V1R ag counter = agonists of human V1a receptor, primary screen, counter-screen for OXTR agonist project, fluorescence, CHO-V1R cells | actives 0.25% (n = 320,000) | Fluo-8 calcium fluorescence, agonist mode; 0% DMSO, 100% 3 nM vasopressin | AID 2797, 2010 | activation, % at 3 µM;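 active = activation above the mean activation of all tested compounds plus 3 SD, per screening run, cut at about 20% in these data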;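 note: signal is peak over basal fluorescence ratio across a 100 second FLIPR read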
Target sequence (P37288 whole entry, looked up): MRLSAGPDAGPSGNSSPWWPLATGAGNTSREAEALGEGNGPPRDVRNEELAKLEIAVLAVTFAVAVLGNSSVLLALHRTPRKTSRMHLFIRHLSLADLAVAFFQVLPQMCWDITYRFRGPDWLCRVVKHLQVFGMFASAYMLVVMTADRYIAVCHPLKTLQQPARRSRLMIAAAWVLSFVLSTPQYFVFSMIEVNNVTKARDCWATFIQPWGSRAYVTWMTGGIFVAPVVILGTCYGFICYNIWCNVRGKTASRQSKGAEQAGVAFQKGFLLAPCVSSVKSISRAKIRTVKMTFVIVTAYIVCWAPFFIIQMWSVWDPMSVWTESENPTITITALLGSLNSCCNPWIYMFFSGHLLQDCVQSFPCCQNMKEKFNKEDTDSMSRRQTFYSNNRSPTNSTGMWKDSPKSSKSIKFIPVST
TAAR1 antag = human TAAR1 antagonists, primary screen, Fluo-8 calcium fluorescence, CHO RD-HGA16 cells. Trace amine-associated receptor 1 (Homo sapiens), Q96RJ0. antagonist. inhibition, % at 3 µM. actives 1.5% (n = 360,000). AID 624466, 2012;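 active = inhibition above a per-plate cutoff, the mean inhibition of test compounds on that plate plus 3 SD, cut at about 49% in these data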;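 note: 0% = DMSO plus EC80 beta-PEA response and 100% = DMSO alone without agonist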
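Material: CHO RD-HGA16 cells bearing hTAAR1; compound dosing: one-point dosing, 3 µM nominal final; schedule: dye loading 75 min at 37 °C, then 30 min room temperature; measured by: calcium fluorescence with Fluo-8; control set: vehicle and agonist controls; replication: n of 1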
OXTR potentiator = human OXTR potentiators, primary screen, fluorescence, CHO-OTR cells, Fluo-8 calcium; Oxytocin receptor (Homo sapiens), P30559; Fluo-8 calcium fluorescence, potentiator mode; 0% = oxytocin EC15, 100% = EC100; activation, % at 3 µM; actives 0.061% (n = 320,000);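 active = activation above that plate's cutoff, the mean activation of tested compounds plus 3 SD, cut at about 6.6% in these data, passing the limit was not always enough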;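 note: 100% uses oxytocin at 75 nM as the full agonist control; some results filed as inactive read as strong as hits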
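System: human OTR in CHO cells / Also added: sub-maximal oxytocin, roughly EC15 / Control set: EC15 oxytocin low, 75 nM oxytocin high / Schedule: 6 min compound pre-incubation at room temperature, 100 s kinetic read / Compound: single-point 3.0 µM / Replication: singlicate / Technique: Fluo-8 calcium dye fluorescence / Read-out basis: % activation of max/min ratio relative to oxytocin controls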
GPR7 antagonist = GPR7 receptor antagonists, primary screen, cell-based, fluorescence, single concentration; actives 1.1% (n = 290,000); AID 1861, 2009; GPR7-expressing cells, fluorescence antagonist assay; inhibition, % at 4.4 µM; in the data active = inhibition above about 16%, passing the limit was not always enough;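 note: cells stimulated with the agonist NPW; 0% = agonist with vehicle and 100% = vehicle without agonist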
CHO parental Ca = ATP-evoked calcium signal inhibitors, parental CHO, primary screen, counter-screen for OX1R antagonist project, cell-based, fluorescence, Fluo-8 calcium dye | AID 463079, 2010 | actives 0.63% (n = 330,000) | inhibition, % at 5.6 µM | parental CHO-K1, ATP-induced calcium, Fluo-8 fluorescence;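 active = inhibition above that plate's mean sample inhibition plus 3 SD, cut at about 26% in these data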;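 note: 0% = ATP-challenged DMSO wells and 100% = DMSO wells without ATP; some compounds past the cut are filed as inactive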
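test system = CHO parental line | reagent = ATP stimulus | measured by = intracellular calcium via Fluo-8 no-wash fluorescent dye | control set = ATP and no-ATP DMSO wells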
CHO-K1 Ca PAM = nonselective calcium activators in parental CHO-K1 cells, primary screen, counter-screen for M1 PAM project, cell-based, Fluo-8 calcium fluorescence, full deck, 1536-well; ATP EC20; 0% at ATP EC20, 100% at ATP max; activation, % at 3 µM; actives 0.02% (n = 360,000); AID 602247, 2012;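 active = activation above the run cutoff, the mean activation of all test compounds plus 3 SD, cut at about 40% in these data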;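 note: peak over basal fluorescence ratio in a 140 s read after ATP addition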
Active calls of the source: *; . = not tested or not shown.

SMILES | OXTR agonist | CHO-K1 Ca antag | M1 ag parental | V1R ag counter | TAAR1 antag | OXTR potentiator | GPR7 antagonist | CHO parental Ca | CHO-K1 Ca PAM
O=C(NCCC(=O)N1CCN(c2ccccn2)CC1)c1ccc(Cl)cc1 | -0.1 | -23.7 | 0.4 | 0.7 | 7.2 | -6.1 | . | -8.2 | 15.3
Cc1ccc(S(=O)(=O)N2CCOCC2)cc1C(=O)Nc1nc(-c2ccccn2)cs1 | 2.5 | 0.9 | 2.5 | 2.4 | 25.8 | 0.7 | . | -15.7 | 2.6
COc1ccc(C(=O)C(C)Sc2nnc(C3CC3)n2C2CC2)cc1 (stereo not drawn) | 0.9 | -23.4 | 0.8 | -0.2 | -35.6 | 2.6 | . | -16.8 | 10.2
CCOc1ccc(CO/N=C/c2c(C)[nH]c(=O)[nH]c2=O)cc1 | 0.9 | -4.8 | 1.1 | 0.6 | -20.1 | 1.7 | -11.0 | -6.5 | 6.5
O=C(NNC(=O)C(Cl)Cl)c1cnn(-c2ccccc2)c1C(F)(F)F | -0.2 | -11.8 | 0.3 | 1.4 | -28.0 | 0.9 | 4.1 | -5.2 | 19.4
CC(C(=O)c1c[nH]c(C(=O)N=CN(C)C)c1)c1ncc(C(F)(F)F)cc1Cl (stereo not drawn) | 1.5 | 1.1 | 0.7 | 1.9 | 18.7 | -11.9 | 11.4 | -12.4 | -0.9
COc1ccc(C(=O)C(CN2CCCC2)c2ccccc2)cc1 (stereo not drawn) | -1.7 | -6.3 | 0.6 | -0.5 | -11.6 | -10.4 | 1.4 | -2.9 | 22.3
COc1ccc(CCCC(=O)N/N=C/c2ccc(C)cc2)cc1 | -0.7 | -10.0 | 0.4 | -0.9 | -4.5 | -8.6 | -7.1 | -3.0 | 11.6
O=C(CSc1nnc(CNC(=O)c2cccs2)o1)Nc1ccc(Cl)cc1 | 5.2 | -3.9 | 3.5 | 7.1 | -2.4 | -6.3 | -15.2 | -12.1 | -2.8
Cc1ccc(NC(=O)C(c2ccc(Cl)cc2Cl)N2CCCC2)cc1 (stereo not drawn) | -1.1 | -19.3 | 0.6 | -0.4 | -11.5 | -4.6 | -10.3 | -19.7 | 23.5
Nc1nc(NCc2ccccc2)nc(-c2ccccc2)n1 | 2.1 | -13.6 | 1.2 | 1.0 | -22.1 | -10.5 | -8.8 | -6.9 | 12.7
O=c1cc(O)cc2n1CCC2 | . | 8.1 | -0.1 | . | -12.1 | . | . | . | -0.5
CC1CCc2cc(F)ccc2N1C(=O)c1cccs1 (stereo not drawn) | -1.6 | -12.7 | 3.1 | -0.8 | -9.9 | -9.9 | -3.1 | -21.1 | 19.9
Cc1ccc(OCC(=O)NNC(=O)C(=O)NC(C)(C)C)cc1 | 0.6 | -15.6 | 0.2 | 1.3 | -0.1 | -2.1 | -1.0 | 5.3 | 23.4
O=[N+]([O-])c1cccc(N=NNc2cccc([N+](=O)[O-])c2)c1 | . | -0.1 | 0.1 | . | 40.7 | . | . | . | 8.7
COc1ccc(NC(=O)C23CCC(C)(C(=O)C2)C3(C)C)cc1 (stereo not drawn) | -0.7 | 13.8 | 0.0 | -0.6 | -21.8 | -5.1 | -2.3 | -2.9 | -2.7
Cc1cc(C(N)=O)nn1-c1c(Cl)cc(Cl)cc1Cl | 0.0 | 4.8 | -0.2 | 15.2 | -15.4 | -4.1 | -9.8 | -10.7 | -22.5
O=C(CSc1nnc(Cc2cccs2)n1C1CC1)NC1CCS(=O)(=O)C1 (stereo not drawn) | 0.1 | -5.0 | -0.3 | 0.3 | -14.6 | 5.6 | . | 1.0 | 1.2
CCN(CC)C(=O)CSc1ncnc2sc(C)c(C)c12 | 1.2 | -9.7 | 4.8 | 2.6 | 9.8 | -6.5 | -15.4 | -4.7 | 6.0
O=c1c2[nH]cnc2n(-c2cccc(F)c2)c(=O)n1Cc1ccccc1 | -1.3 | -8.6 | 0.3 | 0.0 | -8.9 | -15.0 | 2.9 | -7.9 | -3.9
COc1ccc2oc(CS(=O)c3ccccc3)c(C(=O)O)c2c1 (stereo not drawn) | -0.1 | -8.4 | 0.9 | 0.4 | 1.9 | -1.2 | -16.1 | 1.0 | 19.8
[O-]/[N+](=C\c1ccncc1)c1ccccc1 | 0.1 | -0.4 | 0.7 | 0.4 | 11.1 | 1.4 | -6.7 | 0.4 | 10.1
CCC(CC)C(=O)NCc1ccc2c(c1)cc(C)n2C | -1.9 | -3.1 | 3.8 | -1.4 | 0.3 | -1.9 | -6.3 | 1.0 | 9.5
CCOC(=O)c1cccc(Nc2ncnc3ccc(C)cc23)c1 | -1.5 | -4.5 | 0.8 | 0.5 | 6.8 | -11.4 | -14.1 | -27.0 | 4.3
COc1ccc(CC(=O)NC(C)(C)C)cc1S(=O)(=O)N1CCOCC1 | 0.5 | -13.1 | 0.4 | 0.0 | 16.3 | -7.9 | -7.5 | -5.4 | 26.7
COc1ccc(S(=O)(=O)N2CCCN(CC(=O)Nc3cc(NC(C)=O)ccc3OC)CC2)cc1 | -1.2 | 0.7 | 0.3 | 0.7 | 22.6 | -0.5 | -0.6 | -12.9 | 12.7
O=C(NC1CCCCC1)c1ccc(S(=O)(=O)NCc2ccco2)cc1 | 0.7 | -0.8 | 2.3 | 0.0 | -0.2 | -2.5 | 34.2* | -7.7 | 15.4
O=C(Oc1cccnc1)c1ccccc1[N+](=O)[O-] | -0.1 | -9.1 | 0.4 | 0.9 | -2.1 | -9.9 | -1.2 | -1.5 | 19.3
CCOC(=O)Cc1nnc(NC(=O)CSc2nncn2C)s1 | 1.2 | -15.3 | 0.3 | 0.2 | -25.6 | 4.1 | -10.1 | -12.0 | -3.8
CCC(=O)Nc1ccc(S(=O)(=O)Nc2ncccn2)cc1 | 1.4 | -0.1 | -0.4 | 0.6 | 11.1 | -10.7 | 16.2 | -3.1 | -7.8
O=C1c2cnccc2CN1Cc1ccccc1 | -0.9 | -4.2 | 0.3 | 1.3 | 1.0 | -12.4 | -7.0 | -0.3 | 16.9
O=C(CSc1nnc(-c2ccccc2)n1-c1ccccc1)N1c2ccccc2Sc2ccccc21 | -1.0 | -5.9 | 0.4 | -0.1 | -16.6 | -1.6 | -12.1 | -7.0 | -0.1
CCN(CC)C(=O)c1nc[nH]c1C(=O)N1CCC(C)CC1 | 0.5 | -11.9 | 0.8 | 1.1 | 13.5 | 8.2 | . | -4.4 | -6.9
O=c1c2cc(NC(=S)NCc3ccccn3)ccc2nc2n1CCCCC2 | 0.2 | -10.2 | 1.6 | 1.8 | 3.2 | -0.9 | 9.5 | -10.1 | 3.9
CCCCC(=O)Nc1ccc2c(c1)nc1n2CCSC1 | -0.1 | -0.5 | 0.1 | 0.2 | 5.5 | -10.5 | -5.3 | -18.6 | 0.5
C/C(=N\NC(=O)CN1CCCCC1)c1cccc([N+](=O)[O-])c1 | 0.0 | 2.6 | 4.0 | 0.0 | -40.1 | -15.5 | . | -9.4 | 5.2
O=C(OCC(=O)N1CCC(Cc2ccccc2)CC1)c1cccnc1Cl | 0.4 | 0.0 | 0.3 | 1.3 | -10.5 | -2.8 | . | -1.2 | -19.8
CC(C)NC(=O)NC(=O)COC(=O)c1ccc(S(=O)(=O)NCc2ccco2)cc1 | 2.1 | -10.5 | 0.8 | 1.1 | -8.7 | 1.4 | . | -8.5 | -5.5
COc1ccc(N2CCN(C(=O)COC(=O)Cc3cccc(OC)c3)CC2)cc1 | 0.4 | 0.7 | 1.8 | 0.4 | 9.2 | -1.9 | . | -14.5 | -8.5
COc1cccc(C2=CC(=O)C[C@H](c3ccc(F)cc3)C2)c1 | -1.6 | -9.7 | -0.4 | -0.3 | 20.9 | -5.5 | . | -27.1 | 14.4
CC(=O)N(c1ccc(C(C)C)cc1)C1C=CS(=O)(=O)C1 (stereo not drawn) | 1.1 | -4.1 | 0.4 | 0.2 | 4.3 | -13.5 | -6.0 | -9.8 | 16.8
CC(C)c1ccccc1NC(=O)CSc1n[nH]c(=O)n1C1CC1 | 0.0 | -14.9 | 0.6 | 0.1 | 1.6 | -8.2 | . | -9.2 | 19.0
c1ccc(C(CN2CCCCC2)Oc2ccccn2)cc1 (stereo not drawn) | . | 8.6 | -0.2 | . | 0.9 | . | . | . | -22.4
O=C(NC1=NCCS1)C1CCN(S(=O)(=O)c2ccc(Cl)cc2)CC1 | 1.4 | -16.2 | 0.4 | 1.5 | 11.9 | -4.3 | . | -0.8 | 10.1
Cc1cc(-c2[nH]nc3c2C(c2cccc(O)c2)C(C#N)=C(N)O3)c(C)s1 (stereo not drawn) | 0.4 | -4.2 | -0.5 | 0.1 | 11.8 | 3.5 | -1.4 | -5.4 | 11.3
Cc1ccc(C(=O)Nc2ccc(S(=O)(=O)NC3=NCCCCC3)cc2)cc1S(=O)(=O)N1CCOCC1 | -0.4 | -16.9 | 0.5 | 0.8 | -15.6 | 3.5 | . | -9.9 | 9.9
COc1ccc(S(=O)(=O)NN(C)c2ncc(C(F)(F)F)cc2Cl)cc1 | -2.3 | -3.3 | -0.1 | -1.3 | -10.9 | -7.6 | -8.1 | -11.9 | 0.2
O=C(c1ccc(Oc2ccc(Cl)cc2)c([N+](=O)[O-])c1)N1CCCC1 | 0.7 | 3.5 | 0.7 | 3.5 | -36.2 | -22.8 | 3.4 | -7.6 | -8.0
c1cc(-c2cc3nc(NCC4CC4)ccn3n2)ccc1OCCN1CCOCC1 | . | -7.2 | 5.2 | . | 41.5 | . | . | . | -7.0
COc1ccc(C2NC(=O)N(CCCC(=O)O)C(C)=C2C(=O)OCc2ccccc2)cc1 (stereo not drawn) | 0.5 | . | . | 0.1 | -11.9 | 0.7 | . | -5.4 | .

Arranged by count of non-hydrogen atoms (smallest number first): some entries from above.
SMILES | OXTR agonist | CHO-K1 Ca antag | M1 ag parental | V1R ag counter | TAAR1 antag | OXTR potentiator | GPR7 antagonist | CHO parental Ca | CHO-K1 Ca PAM
Cc1cc(-c2[nH]nc3c2C(c2cccc(O)c2)C(C#N)=C(N)O3)c(C)s1 (stereo not drawn) | 0.4 | -4.2 | -0.5 | 0.1 | 11.8 | 3.5 | -1.4 | -5.4 | 11.3
COc1ccc(C2NC(=O)N(CCCC(=O)O)C(C)=C2C(=O)OCc2ccccc2)cc1 (stereo not drawn) | 0.5 | . | . | 0.1 | -11.9 | 0.7 | . | -5.4 | .
Cc1ccc(C(=O)Nc2ccc(S(=O)(=O)NC3=NCCCCC3)cc2)cc1S(=O)(=O)N1CCOCC1 | -0.4 | -16.9 | 0.5 | 0.8 | -15.6 | 3.5 | . | -9.9 | 9.9

Screening results from PubChem BioAssay.
